Lipid droplet – inhibitors of hepatocyte lipid droplet formation, primary screen, imaging, high-throughput imaging, BODIPY stain; AML12 mouse hepatocytes, oleate lipid droplets; inhibition, % at 6.5 µM; hit rate 0.4% among 240,000; AID 1656, 2009;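 active means lipid droplet intensity inhibited by at least 50%, with more than 500 cells counted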
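Assay system: AML12 hepatocytes (mouse) / Also added: 100 µM oleic acid challenge / Times: overnight treatment with compound plus oleate / Detection: high-content imaging of BODIPY-stained droplets and DAPI nuclei / Evaluation: % inhibition of lipid droplet signal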
Dynein cargo inh – inhibitors of GR-EGFP nuclear translocation, primary screen, dynein cargo transport inhibitor project, imaging, high-content, 3617.4 mouse cells. test concentration mostly 20 µM; stimulated with dexamethasone, 1 µM; hits give low values. z-score, hits read low. hit rate 0.47% among 220,000. AID 1381, 2008;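 active means plate z-score of nuclear minus cytoplasmic receptor signal below a set negative limit, without overly bright fluorescence or cell loss, cut at about -3.5 in these data, passing the limit was not always enough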;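 further: z-score of nuclear minus cytoplasmic ring GR-EGFP intensity difference per well; some compounds called inactive have numbers as strong as hits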
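Also added – dexamethasone, 1.0 µM final · Buffer or medium – tet-free, stripped-serum medium · Schedule – induction 48 h, compound 1 h, agonist 30 min · Detection – formaldehyde fixation, Hoechst nuclear stain, 10x automated fluorescence imaging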
T cell HTS – modulators of CD8 T cell-vesicle binding, primary screen, mouse 2C CD8+ T cells, flow cytometry. calls only at 7 µM. hit rate 0.068% among 330,000. 2C CD8+ T cell-vesicle binding; hits give low values;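 active means response, share of CD8 T cells binding vesicles, and their 90th percentile fluorescence all below set limits, cut at about 80% in these data, passing the limit was not always enough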
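Benchmarks: naked versus QL9-loaded vesicles / Assay system: purified 2C TCR transgenic mouse naive CD8+ T cells / Technique: high-throughput flow cytometry with anti-B7-1 and anti-CD8 staining / Timing: Cell–vesicle co-incubation 1.5 h at 37 °C, staining 20 min on ice / Read-out: percent CD8+ FL2 mean versus row control / Probe or stimulus: QL9-loaded Drosophila micro-vesicles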
Ins promoter up – insulin promoter activators in MIN6 cells, imaging, high-content screening, mouse beta cells; MIN6 insulin promoter-GFP reporter; hits give high values; z-score at 5 µM; hit rate 0.3% among 190,000;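 active means z-score above 3 at 5 µM with at least 500 cells counted in the well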
PMI inhibitors – inhibitors of human PMI, primary screen, biochemical, fluorescence intensity, coupled assay (AID 1209). Mannose-6-phosphate isomerase (Homo sapiens). purified PMI enzyme, coupled fluorescence intensity; higher % means a stronger effect. inhibition, % at 20 µM; hits with a dose series show IC50 in µM. hit rate 0.42% among 190,000; in the data active means inhibition above about 50%;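 further: plate controls were DMSO vehicle for no effect and wells lacking substrate for full effect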
bCat nuc transl – modulators of beta-catenin nuclear translocation, primary screen, imaging, HeLa cells, immunofluorescence, high-content; nuclear translocation activity, % at 5 µM; hit rate 0.3% among 190,000; AID 1665, 2009;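 active means nuclear translocation activity above 50% at 5 µM, with a well cell count of 50 or more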;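 further: per-cell ratio of nuclear to cytoplasmic median beta-catenin stain intensity; plate controls were DMSO negative control for no effect and GSK-3 inhibitor IX positive control for full effect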
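Test system: HeLa cells, endogenous beta-catenin; Compound: single 5 µM dose plus 0.02–20 µM confirmation series; Times: compound exposure 24 h at 37°C; Signal: fluorescence imaging of beta-catenin antibody stain plus DAPI; Read-out: % activation, nuclear-to-cytoplasmic median beta-catenin signal ratio per cell.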
TNAP activation fold – human TNAP enzyme activators, primary screen, biochemical, luminescent, no phosphate acceptor, uHTS (AID 1001). hit rate 0.03% among 200,000. Alkaline phosphatase, tissue-nonspecific isozyme (Homo sapiens). activation fold at 20 µM; hits with a dose series show EC50 in µM. purified TNAP, luminescent activation assay, no phosphate acceptor; higher activation fold means a stronger effect; in the data active means activation fold from about 3, or a potency from the dose series; inactive means the rest, 99 in 100 with activation fold below about 1.6; further: many of its hits are not listed in these tables
MT stabilizer – microtubule stabilizers in HeLa cells, primary screen, imaging, high-content imaging; HeLa tubulin immunostaining HCS, 24 h; share of cells brighter than vehicle mean+2SD; % tubulin-high responders, % at 10 µM; hit rate 0.83% among 200,000; AID 2205, 2009;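 active means plate Z-score above 3 for both tubulin-high and condensed-nucleus cell shares, with cell loss under 80%, at 10 µM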;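 further: anti alpha tubulin signal scored within the nucleus-defined area of each cell; some results filed as inactive read as strong as hits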
Myeloid diff MLP – induction of myeloid progenitor differentiation, primary screen, cell-based, flow cytometry, MLPCN library; hit rate 1% among 360,000; ER-HoxA9 myeloid progenitors, lysozyme-GFP differentiation; calls only at 10 µM;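 active means normalized GFP-positive differentiation at or above the plate's own cutoff, the solvent-only control mean plus 3 SD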;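 further: cells exposed to compound for four days before flow analysis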
Dynein cargo inh cytoplasmic EGFP – also measured in Dynein cargo inh; calls as there; z-score; measured here: cytoplasmic GR-EGFP intensity; hits give high values
Dynein cargo inh nuclear GR-EGFP – recorded beside Dynein cargo inh, whose call it bears; z-score; measured here: nuclear GR-EGFP intensity;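 lower value marks the stronger effect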
Dynein cargo inh cell count – further read-out of Dynein cargo inh, marked with its call; z-score; measured here: cell count per field
Ins promoter up cell count – recorded beside Ins promoter up, whose call it bears; cell count; measured here: cytotoxicity, nuclei count;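 total cells summed across four imaged fields per well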
Lipid droplet cells 6.5 µM – also measured in Lipid droplet; calls as there; cell count; measured here: cell count, cytotoxicity flag;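 cells counted across two imaged fields per well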
bCat nuc transl cell count 5 µM – recorded beside bCat nuc transl, whose call it bears; cell count; measured here: cell count, cytotoxicity flag
T cell HTS vesicle-bound % – further read-out of T cell HTS, marked with its call; double positive events, %; measured here: CD8+ vesicle-bound cell fraction;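 binding gate set so that unloaded-vesicle control wells show 10% double positive cells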
MT stabilizer Hoechst-high % – recorded beside MT stabilizer, whose call it bears; % Hoechst-high responders; measured here: nuclear condensation Hoechst responders;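 share of cells brighter than vehicle mean plus two SD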
MT stabilizer cytotoxicity % – further read-out of MT stabilizer, marked with its call; toxicity, %; measured here: cytotoxicity by cell density;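 0% = mean cell density of plate MIN control wells and 100% = no cells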
Myeloid diff MLP GFP+ MAC1+ % – further read-out of Myeloid diff MLP, marked with its call; GFP+ MAC1+ double positive, %; measured here: differentiation confirmed by MAC1 staining
An asterisk follows results filed as active; i = inactive; x = no result given.

Below each SMILES – MT stabilizer cytotoxicity %, T cell HTS vesicle-bound %, TNAP activation fold, Dynein cargo inh, Dynein cargo inh cytoplasmic EGFP, Lipid droplet, bCat nuc transl, Lipid droplet cells 6.5 µM, MT stabilizer Hoechst-high %, Myeloid diff MLP, Ins promoter up, Dynein cargo inh cell count, PMI inhibitors, MT stabilizer, T cell HTS, Ins promoter up cell count, Dynein cargo inh nuclear GR-EGFP, Myeloid diff MLP GFP+ MAC1+ %, bCat nuc transl cell count 5 µM
> O=C(NC(Cc1c[nH]c2ccccc12)C(=O)NCCCN1CCOCC1)c1cccs1 (stereo not drawn)
    10, 45, 1, -0.38, -0.27, -1, -2.1, 698, 1.3, i, 0.1, 0.64, 6%, 1.8, i, 1279, 0.095, 0.8, 1118
> CCN1C(=O)C(CC(=O)Nc2ccc(OC)cc2)N(CCc2ccccc2)C1=S (stereo not drawn)
    11, 24, 1, -1, -0.14, -14, -1.8, 708, 3.4, i, -0.86, 0.92, -6%, 2.6, i, 1334, -0.62, 0.3, 1094
> Cc1ccc(C(C[N+](=O)[O-])c2c(-c3ccccc3O)[nH][nH]c2=O)cc1 (stereo not drawn)
    10, 30, 0.8, -2.1, 0.54, 43, -0.3, 634, 3.8, i, -0.16, 0.072, 9%, 2.1, i, 936, -1.4, 0.8, 870
> Cc1cc(C(=O)Nc2sc(C)c(C)c2C#N)no1
    6.4, 45, 1.1, -0.091, -0.25, 4, -0.5, 737, 2.2, i, 0.44, 1.3, 9%, 3.2, i, 1212, -0.33, 11, 1000
> COc1cccc(C(=O)N(CN2CCCC2=O)c2cccc(Cl)c2)c1OC
    7.6, 20, 1.1, 0.052, 0.22, x, -2.1, x, 1.6, i, 0.53, -0.18, -5%, 3.9, i, 1592, 0.15, 0.1, 1356
> O=C(CC1C(=O)NCCN1Cc1ccc(-c2ccccc2)cc1)NCC1CC1 (stereo not drawn)
    4.3, 52, 1.1, 0.39, -0.18, 6, 5.8, 735, 1.0, i, x, -1.1, 7%, 1.0, i, x, 0.07, 0.2, 916
> CCc1cccc(OCCN2CCCC2)c1
    9.1, 11, 1.1, 0.099, -0.18, 4, -0.4, 675, 2.3, i, -0.1, -0.048, -2%, 2.4, i, 1364, -0.34, 0.2, 969
> CCc1ccc(S(=O)(=O)Nc2ccc(O)c3c(=O)cc(-c4ccccc4Cl)oc23)cc1
    x, 12, x, 0.23, -0.75, -36, 0.0, 664, x, i, -0.56, -0.17, x, x, i, 929, 0.23, 0.7, 1210
> Nc1c(S(=O)(=O)c2cc(Cl)ccc2Cl)c2nc3ccccc3nc2n1CCN1CCOCC1
    9.4, 33, 1, -0.78, 0.12, -23, -3.9, 670, 2.0, i, 0.93, 0.64, 14%, 2.0, i, 805, -0.18, 2.2, 1008
> CCOC(=O)c1sc(=S)n(-c2ccc(Cl)cc2)c1C
    8.1, 23, 1, 0.12, -0.24, -18, 4.8, 700, 1.3, i, x, -0.35, 8%, 2.6, i, x, 0.47, 0.3, 496
> CN(C)C(CNC(=O)c1cccc(S(=O)(=O)N2CC3(C)CC2CC(C)(C)C3)c1)c1ccco1 (stereo not drawn)
    9.1, 41, 1.1, -0.7, -0.079, x, -6.0, x, 1.9, i, -1.8, -0.11, -2%, 5.9, i, 804, 0.024, 0.8, 936
> Nn1c(SCC(=O)N2CCCc3ccccc32)nnc1-c1ccccc1
    7.0, 29, 1.1, -0.79, 0.29, -2, 1.3, 747, 3.7, i, -0.39, -0.099, 4%, 6.1, i, 1345, -0.16, 1.0, 1137
> N/C(=N\OC(=O)c1ccc2c(c1)OCO2)c1cccc([N+](=O)[O-])c1
    4.9, 44, 1.1, -0.053, -0.32, 2, -0.7, 694, 0.7, i, 0.52, -0.059, 6%, 3.7, i, 1364, -0.061, 0.7, 1476
> NNC(=O)c1cncn1-c1ccc(F)cc1
    3.2, 55, 1, -0.32, -0.19, -2, -2.6, 683, 2.5, i, -0.16, 0.41, 0%, 3.5, i, 1412, -0.45, 0.1, 1129
> O=C(NCCCN1CCCCCC1)c1ccc2c(c1)NC(=O)C(N1CCOCC1)S2 (stereo not drawn)
    5.9, 13, 1.1, -0.19, -0.15, x, 0.1, x, 2.8, i, -1.1, 0.42, -1%, 2.9, i, 994, 0.027, 0.8, 1379
> COc1cccc(-n2nnc3c(=O)n(CC(=O)Nc4cc(C)on4)cnc32)c1
    13, 64, 1.1, -0.12, -0.25, 0, 2.3, 654, 2.6, i, -0.01, 0.23, -8%, 1.7, i, 1612, 0.36, 0.2, 950
> CCn1c(-c2cc(C3CC3)nc3ccccc23)n[nH]c1=S
    8.8, 40, 1, 0.11, -0.26, -10, -1.2, 706, 2.8, i, 0.52, -0.86, -25%, 2.6, i, 1452, -0.023, 0.1, 573
> Fc1ccc(NC(=S)N2N=CCC2c2ccccc2)cc1 (stereo not drawn)
    6.5, 50, 1.1, 0.045, -0.32, -2, x, 783, 0.9, i, 1.5, 0.71, 3%, 1.4, i, 776, -0.058, 2.4, x
> Cc1ccc(/C=C/C(=O)Nc2ccc(N(C)C)cc2)o1
    8.7, 53, 1, -0.28, -0.27, 1, -1.7, 749, 2.2, i, 0.71, 0.42, 8%, 2.7, i, 1321, -0.47, 1.8, 576
> CC(C)CN(CC(C)C)C(=S)Nc1ccc(Cl)cc1
    5.6, 44, 1.1, 0.46, -0.28, 10, -3.9, 685, 1.3, i, -0.29, -0.18, 5%, 4.5, i, 1485, 0.46, 0.3, 1100
> COc1ccc(-c2cc(C(=O)NCc3ccco3)no2)cc1OC
    8.3, 30, 1.1, 0.056, -0.23, -6, -1.7, 779, 1.4, i, x, 0.25, -3%, 1.6, i, x, 0.083, 0.7, 1224
> COc1cccc(C(N)CC(=O)O)c1 (stereo not drawn)
    x, x, 1.1, x, x, 5, -3.1, 740, x, x, x, x, 2%, x, x, x, x, x, 1109
> COc1ccccc1NC(=O)CC1C(=O)NCCN1C(=O)Nc1ccccc1 (stereo not drawn)
    4.5, 18, 1.1, 2.2, -0.18, 4, -3.9, 777, 1.6, i, 0.03, -0.45, 5%, 4.8, i, 781, 0.97, 14, 1273
> CC1=C(C#N)C(=O)NC(C)(C)C1
    22, 45, 1.2, 0.7, -0.17, 3, -1.1, 703, 0.0, i, -0.13, 1.2, -1%, 1.5, i, 1278, 0.72, 0.9, 1112
> CCOC(=O)C1=C(C)OC(N)=C(C#N)C1c1cccc(C)c1 (stereo not drawn)
    4.5, 6, 1, -1.9, 0.46, -7, -1.3, 619, 0.9, i, 0.63, 0.099, 17%, 1.6, i, 1638, -0.8, 0.2, 834
> CCOc1cc2c(cc1OCC)C(c1ccccc1OC)OC(=O)C2 (stereo not drawn)
    5.1, 53, 1, -0.24, -0.23, 51*, 0.9, 653*, 2.9, i, x, -0.062, 6%, 2.6, i, x, 0.63, 0.5, 890
> CCc1cc(=O)oc2cc(C)cc(OCC(C)=O)c12
    x, 4, x, 0.89, -0.12, 18, 1.0, 728, x, i, 0.27, -2, x, x, i, 1019, 0.65, 0.3, 1331
> O=C(Nc1cccc(S(=O)(=O)NC2=NCCC2)c1)c1cc(-c2ccco2)nc2ccccc12
    x, 31, x, -2.5, 0.47, 1, -0.5, 756, x, i, -0.41, -0.22, x, x, i, 1486, -1.4, 0.9, 1104
> Cc1nnc2c3ccccc3c(-c3cccc4ccccc34)nn12
    5.5, x, 1.1, 0.17, -0.16, x, -0.7, x, 1.8, i, 0.33, -0.58, -5%, 3.6, x, 1656, 0.044, 4.8, 1352
> CCSc1nc2ccccc2n1Cc1ccccc1F
    3.0, 20, 1, 1, -0.23, 0, 0.2, 731, 2.3, i, x, -0.59, -4%, 3.4, i, x, 0.86, 0.6, 1074
> CCCC[n+]1ccn(-c2nc3ccccc3nc2[N-]S(=O)(=O)c2ccc(Br)cc2)c1
    x, 39, x, -1.4, -0.28, 1, 0.9, 777, x, i, x, 0.99, x, x, i, x, -0.71, 0.4, 1323
> CCN(Cc1cc2ccccc2[nH]c1=O)C(=O)c1cccc([N+](=O)[O-])c1
    x, 44, x, 0.36, -0.22, -2, 0.2, 716, x, x, -0.53, -0.068, x, x, i, 1136, 0.13, x, 1249
> O=C1C2C3C=CC(C4CC34)C2C(=O)N1/N=C/c1ccc(-c2ccccc2[N+](=O)[O-])o1 (stereo not drawn)
    5.1, 56, 1, -0.35, -0.014, -1, -1.2, 728, 1.4, i, -0.82, 1, 27%, 1.3, i, 1205, -0.061, 0.9, 1053
> COc1ccc(NC(=O)COC(=O)CNS(=O)(=O)c2ccccc2)cc1OC
    3.4, 14, 1.1, 0.46, -0.099, -15, 0.3, 674, 2.1, i, 0.11, -0.37, 4%, 3.4, i, 1259, 0.24, 0.3, 1043

Screening data as filed in PubChem BioAssay.
